Assay outcomes from PubChem.
Bcl-B Bim block: human Bim-Bcl-B interaction inhibition; Q9HD36; bead-based flow cytometry, Bim peptide-Bcl-B binding; inhibition, % at 10 µM; 190,000 tested, 0.073% active; AID 951;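 further: 0% = tracer peptide without compound and 100% = reference inhibitor peptide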
Target sequence (Q9HD36 whole entry, looked up): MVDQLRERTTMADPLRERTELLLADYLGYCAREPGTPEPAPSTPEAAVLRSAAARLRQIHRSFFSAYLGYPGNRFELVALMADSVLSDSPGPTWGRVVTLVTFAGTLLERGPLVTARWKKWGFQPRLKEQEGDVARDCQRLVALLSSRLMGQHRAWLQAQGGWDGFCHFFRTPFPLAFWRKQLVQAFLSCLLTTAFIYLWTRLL
Bcl-2 Bim block: disrupts Bim peptide binding to human Bcl-2; Bead-based flow cytometry, Bim peptide-Bcl-2 binding; 190,000 tested, 0.06% active; AID 950; inhibition, % at 10 µM; in the data active means inhibition above about 40%; inconclusive means no clear call, values can overlap the other calls;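 further: 0% = no compound wells with probe peptide and 100% = reference peptide inhibitor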
Target sequence (P10415 whole entry, looked up): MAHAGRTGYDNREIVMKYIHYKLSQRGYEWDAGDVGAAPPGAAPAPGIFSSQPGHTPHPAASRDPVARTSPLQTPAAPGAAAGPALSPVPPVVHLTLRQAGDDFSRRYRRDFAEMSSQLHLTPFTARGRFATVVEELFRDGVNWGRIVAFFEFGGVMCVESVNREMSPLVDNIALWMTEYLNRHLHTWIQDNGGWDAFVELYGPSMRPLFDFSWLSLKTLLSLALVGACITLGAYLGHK
Bfl-1 Bim block: disrupts Bim binding to human Bfl-1; Q16548; Bead-based flow cytometry, Bim-Bfl-1 binding inhibition; inhibition, % at 10 µM; 190,000 tested, 0.12% active; AID 1008;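 further: 0% = wells without compound plus tracer and 100% = blocker peptide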
Bim-Mcl-1: inhibitors of Bim-Mcl-1 interaction, human. Bead-based flow cytometry, Bim peptide-Mcl-1 binding. inhibition, % at 10 µM. 190,000 tested, 0.1% active. AID 1009;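 further: 0% = no compound tracer wells and 100% = peptide blocker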
RGS7-Gao: modulates binding of RGS7 to human Galphao; Multiplexed bead flow cytometry; actives lie on both sides; P09471; binding response (% of control), % at 10 µM; 220,000 tested, 0.35% active; in the data active means binding response below about 49% or above about 150%; inconclusive means no clear call, values can overlap the other calls; inactive means in between;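 further: fluorescent Galphao held in activated GDP-AlF4 state binding bead-coupled RGS7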
GSH bead fluor: GSH bead compound fluorescence profile. GSH beads flow cytometry, compound fluorescence 488/530 nm; active compounds read high. fluorescence (KMESF) at 10 µM. 190,000 tested, 0.25% active; in the data active means fluorescence above about 89;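 further: glutathione beads carrying GST-tagged Bcl family fusion proteins plus one bare bead set; values are compound well signal with DMSO vehicle wells as background; inactives centre near 16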
Bcl-XL Bim block: disrupts Bim peptide binding to human Bcl-XL. Q07817. bead flow cytometry, fluorescence. inhibition, % at 10 µM. 190,000 tested, 0.04% active. AID 1007
Target sequence (Q07817 whole entry, looked up): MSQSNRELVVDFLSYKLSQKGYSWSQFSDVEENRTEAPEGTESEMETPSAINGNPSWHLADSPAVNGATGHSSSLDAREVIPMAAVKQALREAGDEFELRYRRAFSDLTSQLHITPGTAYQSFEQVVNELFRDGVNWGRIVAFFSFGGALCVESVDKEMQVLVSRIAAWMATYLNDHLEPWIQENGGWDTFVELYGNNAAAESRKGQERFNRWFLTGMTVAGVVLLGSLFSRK
Mcl1 Bid PPI: Mcl-1/Bid interaction inhibition; inhibition, % at 21.7 µM; Q07820; AID 1021; TR-FRET Mcl-1/Bid-Dy647 peptide binding, 1536-well; 220,000 tested, 0.97% active;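 active means compounds that cut the binding signal by more than half at the single screening dose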;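 further: His-tagged Mcl-1 with europium anti-His antibody binding Bid BH3 peptide; 0% = Mcl-1 plus peptide wells and 100% = peptide-only wells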
RGS4-Gao reg: modulates binding of RGS4 to human Galphao; P09471; Multiplexed bead flow cytometry; actives lie on both sides; binding response (% of control), % at 10 µM; 220,000 tested, 0.33% active; AID 1415; in the data active means binding response below about 49% or above about 150%; inactive means in between;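 further: fluorescent Galphao activated with aluminum fluoride binding bead-coupled RGS4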
RGS8-Gao reg: human RGS8-Galphao interaction regulation; P09471; multiplexed bead flow cytometry, RGS8-Galphao binding; actives lie on both sides; response (percent of control binding), % at 10 µM; 220,000 tested, 0.34% active; in the data active means response below about 60% or above about 140%; inactive means in between;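 further: Galphao activated as the GDP aluminium fluoride complex binding bead-coupled RGS8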
Bim-Bcl-W: inhibitors of Bim-Bcl-W interaction, human; Q92843; bead-based flow cytometry, Bim peptide-Bcl-W binding; inhibition, % at 10 µM; 190,000 tested, 0.02% active; AID 952;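 further: 0% = bound tracer without compound and 100% = peptide blocker; higher means less fluorescent Bim peptide bound to Bcl-W beads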
Target sequence (Q92843 whole entry, looked up): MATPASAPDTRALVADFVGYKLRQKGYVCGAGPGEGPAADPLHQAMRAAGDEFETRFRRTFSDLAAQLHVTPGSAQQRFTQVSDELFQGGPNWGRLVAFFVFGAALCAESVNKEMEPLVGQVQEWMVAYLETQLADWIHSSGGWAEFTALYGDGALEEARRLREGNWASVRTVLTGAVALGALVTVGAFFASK
Numbers without * were called inactive; u = inconclusive; x = not tested or not shown. Unless noted, no stated cut-off is given here; in the data, active means inhibition above about 40%.

Bcl-B Bim block	Bcl-2 Bim block	Bfl-1 Bim block	Bim-Mcl-1	RGS7-Gao	canonical_smiles	GSH bead fluor	Bcl-XL Bim block	Mcl1 Bid PPI	RGS4-Gao reg	RGS8-Gao reg	Bim-Bcl-W
-8	-6	-4	-5	83	CCc1ccc(NC(=O)C(=O)NCCN2CCN(Cc3ccc([N+](=O)[O-])cc3)CC2)cc1	18	-4	-7	87	86	-6
0	0	-4	15	107	COC(=O)CN(c1ccc(Cl)cc1C)S(C)(=O)=O	11	0	-13	105	108	0
-6	-4	-3	-3	91	CC(C)(C)NC(=O)CN(Cc1cccs1)C(=O)CCN1CCc2ccccc21	14	-3	-10	100	98	0
-2	-2	-2	-1	96	Cn1cc(C(=O)Nc2ccc(Cl)cc2)c(C(F)(F)F)n1	26	0	-31	96	99	1
-7	-6	-11	0	100	CC(NC(=O)c1cccnc1)C(c1cccs1)N1CCN(C)CC1 (configuration not stated)	27	-6	-18	101	101	0
-4	-11	-12	1	103	COC(=O)c1sccc1NC(=O)C1C2C=CC(O2)C1C(=O)O (configuration not stated)	13	0	-30	102	105	2
-10	-11	-20	-8	101	CC(C)C(c1nnnn1C1CCCCC1)N1CCOCC1 (configuration not stated)	36	-9	4	102	101	-4
-2	-3	-1	0	101	O=C(c1cc(N2C(=O)C3C4CCC(C4)C3C2=O)ccc1Cl)N1CCCCCC1 (configuration not stated)	11	-3	-8	100	100	-2
-1	-1	-3	0	98	O=C(CSc1nnc(-c2cccnc2)n1Cc1ccco1)Nc1nc(-c2ccc(F)cc2)cs1	59	0	-9	97	95	3
-4	-3	-3	1	105	COCCOC(=O)CSc1ncccc1-c1nc2cc(C)c(C)cc2[nH]1	10	0	1	102	104	0
-6	-9	-12	1	99	Cc1nc(-n2nnc3ccccc32)c2c3c(sc2n1)CCCC3	13	-1	0	98	100	3
6	6	4	0	97	CCN1C(=O)C(CC(=O)NC)N(NC(=O)c2ccccc2)C1=S (configuration not stated)	7	6	-6	97	86	4
-5	-1	-1	-6	100	O=C(CSc1nc2[nH]ncc2c(=O)[nH]1)NCc1ccccc1Cl	5	-4	-26	102	101	-4
-7	-7	-13	-2	92	CCOC(=O)COc1ccc(N)cc1CC(NC(C)=O)(C(=O)OCC)C(=O)OCC	35	-5	-44	90	95	-4
-10	-7	-13	-1	95	CCCC(=O)N1CCN(c2ccc(NC(=O)c3ccc(Br)o3)cc2)CC1	30	1	-33	92	97	-3
-2	5	1	1	101	O=C(Cn1cnc2c(nnn2Cc2ccc(F)cc2)c1=O)N1CCCc2ccccc21	12	-4	-1	103	104	0
-2	0	3	-3	107	Cc1onc(-c2c(F)cccc2Cl)c1C(=O)N1CCCc2ccccc21	5	-3	7	108	107	-1
-2	-8	-10	0	98	Cc1ccccc1-c1nc2ccccc2o1	16	-3	4	99	101	0
-7	-2	-5	0	105	O=S(=O)(c1cccc2nonc12)N1CCCCCC1	15	-8	-17	104	105	-8
-7	0	-1	2	101	COC(=O)CCN(C(=O)c1cccc([N+](=O)[O-])c1)c1ccccn1	7	-2	5	98	99	0
-6	-7	-6	0	96	COc1ccc(N2CCN(S(=O)(=O)/C=C/c3ccccc3)CC2)cc1	9	-1	-72	98	99	-1
-4	-6	-8	0	102	Cc1ccc(N2CC(C(=O)OCC(=O)C(C)(C)C)CC2=O)cc1C (configuration not stated)	54	2	-24	105	100	0
-6	-2	-3	-5	96	CC(=O)NC(c1cccc([N+](=O)[O-])c1)c1c(OC(C)=O)ccc2ccccc12 (configuration not stated)	18	-7	-13	99	98	-4
-6	3	0	0	103	COc1ccc(CN=C2NN=C(c3ccccc3)CS2)cc1	23	-1	-38	104	109	3
-10	-2	-12	0	101	Oc1ccc(O)c(-c2cnns2)c1	12	-3	-6	101	101	0
18	3	2	2	92	O=C(Cc1cn2ccsc2n1)OCc1nc2ccccc2s1	6	6	-99	80	96	3
0	-3	-3	-1	105	COc1ccc(C(=O)Nn2cnc3ccccc3c2=O)c(OC)c1	51	4	-28	104	102	1
-6	2	0	1	101	O=C(O)CCn1cc(/C=C2/NC(=S)N(c3ccccc3)C2=O)c(-c2ccccc2)n1	8	0	-13	100	99	0
-12	-13	-8	-2	102	COc1ccc(C(=O)Nc2cc(C(C)=O)c(/C=C/N(C)C)oc2=O)cc1	14	-8	-31	101	99	0
-4	-9	-9	0	99	S=C1NC(c2ccccc2)=NCN1c1ccc(Br)cc1	16	0	-4	102	106	1
-9	-10	-19	-4	97	O=C(NCC(=O)N(Cc1ccccc1)C(C(=O)NC1CCCC1)c1ccco1)c1ccco1 (configuration not stated)	29	-9	-2	95	99	-4
-8	-12	-15	-6	99	O=C(CSc1nnc(Cn2nnc3ccccc32)o1)N(Cc1ccc(F)cc1)c1ccccc1	30	-10	-21	100	99	-3
-1	-3	-3	0	102	O=C(NCCc1ccccc1)N1c2ccccc2Sc2ccccc21	26	0	2	100	98	-2
-9	-8	-18	-1	99	CS(=O)(=O)N(CC(=O)N1CCCCCC1)c1ccc(Br)cc1	31	-6	-11	100	101	-2
x	x	x	x	96	Cc1ccc(-c2nn(C)c(=O)c3ccccc23)cc1S(=O)(=O)N1CCOCC1	x	-8	7	97	98	x
-2	0	3	-5	99	COC(=O)CN1C(=S)N(c2ccc(OC)cc2)C(=O)/C1=C/c1cccs1	9	0	-13	100	102	0
-6	-5	-5	-2	100	Cc1coc(=N)n1CC(=O)c1ccc(Cl)cc1	9	-6	-26	98	98	-2
0	1	-1	0	103	Cc1sc2nc(C)n(/N=C/c3ccc(O)cc3O)c(=O)c2c1C	10	-1	-20	103	104	0
0	-1	2	-1	102	O=C(OCCN1CCCCC1)c1ccc(Cl)cc1	12	-2	10	101	99	0
-3	-1	-6	0	100	CC(C)(C)NC(=O)CN(C(=O)CN1C(=O)C(=O)c2ccccc21)C(C)(C)C	20	-1	-6	97	98	-1
1	-2	2	1	102	C=CCc1c(C)nc(N)[nH]c1=O	16	0	-8	100	102	-2
0	-1	0	0	101	COc1ccc(C(=O)NCC(O)COc2ccc(C(C)(C)C)cc2)cc1[N+](=O)[O-] (configuration not stated)	6	0	-24	102	102	0
-4	-3	-13	2	98	Cc1cc(C)c(C)c(S(=O)(=O)N2CCC(C(=O)OCC(=O)N3c4ccccc4NC(=O)C3(C)C)CC2)c1C	12	-4	-19	102	104	3
-7	-9	-14	0	101	O=C(COc1ccc(Cl)cc1Cl)NCCCN1CCOCC1	26	0	-10	102	105	0
-9	-12	-13	-5	102	O=C(COC(=O)C1(c2cccc(F)c2)CCCC1)NCc1ccc2c(c1)OCO2	17	-7	-35	103	101	-4
-4	-3	-3	1	100	COc1ccccc1NC(=O)CC1S/C(=N/N=C2\CCCc3ccccc32)NC1=O (configuration not stated)	12	-2	-1	102	105	-1
3	8	1	9	102	O[C@@H](CNC[C@H](O)c1ccccc1)c1ccccc1	75	0	-2	100	105	6
0	0	2	2	105	CCN(C(=O)C1CCCCC1)c1nnc(-c2cccnc2)s1	21	2	-6	105	107	2
0	-3	-1	-3	98	CC(=O)Nc1ccc(S(=O)(=O)C(C#N)c2nc3ccccc3nc2NCCN2CCOCC2)cc1 (configuration not stated)	74	-2	-15	104	103	-2
-5	0	-7	-4	107	c1ccc(Cc2noc(CN3CCN(CCOc4ccccc4)CC3)n2)cc1	10	-6	-17	102	103	-5
-4	0	-4	-1	101	Cc1ccccc1-c1nc(SCc2cccnc2)c2c(=O)n(C)c(=O)n(C)c2n1	11	-6	29	104	112	-7
-7	-9	-17	-4	101	CC(C)C[C@H](NC(=O)OC(C)(C)C)C(=O)N/N=C/c1ccc2nccnc2c1	23	-6	-8	101	100	0
0	0	0	-2	100	CCn1c(SCC(=O)Nc2sc3c(c2C#N)CCCC3)nnc1-c1ccco1	17	-5	-9	101	102	-6
0	0	0	-1	97	C=CCc1cc(C=O)cc(OC)c1OCc1c(Cl)cccc1Cl	9	0	-7	103	101	-4
-3	0	0	-2	102	COc1ccc(CC(=O)Nc2ccc3c(c2)CCC3)cc1S(=O)(=O)N1CCOCC1	8	1	-19	105	101	0
-5	0	-2	1	99	COc1ccc2c(=O)c(-c3ccccc3)coc2c1	14	0	-25	101	103	1

Some entries already given, showing only RGS7-Gao:
mol,RGS7-Gao
CC(C)C[C@H](NC(=O)OC(C)(C)C)C(=O)N/N=C/c1ccc2nccnc2c1,101
CCn1c(SCC(=O)Nc2sc3c(c2C#N)CCCC3)nnc1-c1ccco1,100
C=CCc1cc(C=O)cc(OC)c1OCc1c(Cl)cccc1Cl,97
COc1ccc(CC(=O)Nc2ccc3c(c2)CCC3)cc1S(=O)(=O)N1CCOCC1,102

Further compounds
Bcl-B Bim block	Bcl-2 Bim block	Bfl-1 Bim block	Bim-Mcl-1	RGS7-Gao	canonical_smiles	GSH bead fluor	Bcl-XL Bim block	Mcl1 Bid PPI	RGS4-Gao reg	RGS8-Gao reg	Bim-Bcl-W
-4	-5	-4	-1	u	COc1ccc(Cn2c(=O)[nH]c3cc(C(=O)NC4CCCC4)ccc3c2=O)cc1	15	-2	0	99	101	0
-4	2	-1	-3	96	Cc1ccc(NC(=O)C2C3CCCC2C3c2ccccc2)cc1C (configuration not stated)	23	-7	1	99	100	0
-2	-1	-2	-2	101	Cc1ccc(-c2nnn(CC(=O)N3CCC(C)CC3)n2)o1	13	-1	-8	100	98	-2
0	-6	-4	-2	98	CCOC(=O)c1c(C)[nH]c(C)c1C(=O)CSc1nncs1	15	-3	-19	98	99	-3
-8	-10	-20	-6	100	O=C(CCn1c(=O)oc2ccccc21)N1CCN(C(c2ccccc2)c2ccccc2)CC1	22	-7	0	101	102	-4
0	-1	-3	3	106	O=C(CS(=O)(=O)c1ccccc1)Nc1ccccn1	14	-1	-5	97	100	0
0	0	0	-5	94	O=C(Nc1ccccn1)C1(c2cccs2)CCOCC1	15	-6	0	97	89	-6
-5	-2	1	-3	103	Cc1cccc(C)c1C(=NCCCN(C)C)c1ccccc1	5	-2	0	104	101	-1
-10	-4	-5	-6	u	C=CCNC(=S)N(Cc1ccccc1)Cc1ccccc1	10	-5	-33	102	98	-4
0	-2	-6	2	102	CCOC(=O)c1c(C)[nH]c(C(=O)OCc2c(C)noc2C)c1C	8	-6	-20	101	102	5
0	3	-4	2	94	Cc1cc(C)cc(N(CC(=O)Nc2ccccc2)C2=NC3CS(=O)(=O)CC3S2)c1 (configuration not stated)	7	-1	-13	95	101	0
-5	-3	-4	-1	u	CCOc1[nH]n(-c2ccccc2)c(=O)c1C=Nc1ccccc1	13	-3	-10	100	101	-3
-6	0	-2	1	106	CN1CCN(Cc2nc3c(c(=O)n(C)c(=O)n3C)n2Cc2cccc3ccccc23)CC1	16	0	9	109	108	1
0	-3	-4	0	92	CN1CCCN(C(=O)Cc2c(Cl)cccc2Cl)c2nc3ccccc3nc21	14	0	19	91	98	-1
0	0	-2	-3	90	COc1ccc(-n2cnnc2SCC(=O)Nc2cccnc2Cl)cc1	26	2	-10	89	95	3
0	0	0	-3	103	Cc1ccccc1NC(=O)C1CCN(c2cnccn2)CC1	58	-1	-7	97	103	-4

Not a hit list; overall some 1.8% were active at least once.
